PME-1 primary: PME-1 (human) inhibition; Q9Y570; recombinant PME-1, FP-Rh probe fluorescence polarization; inhibition, % at 5.9 µM; 320,000 compounds, 0.53% hits;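 active means inhibition above the campaign mean of all compounds plus 3 SD, cut at about 26% in these data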;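 further: competitive labeling of PME-1 active site by serine hydrolase directed probe; 0% = PME-1 with DMSO and 100% = wells lacking PME-1 enzyme; inhibitors block probe labeling so polarization falls and inhibition rises; many of its hits are not listed in these tables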
Target sequence (Q9Y570 whole entry, looked up): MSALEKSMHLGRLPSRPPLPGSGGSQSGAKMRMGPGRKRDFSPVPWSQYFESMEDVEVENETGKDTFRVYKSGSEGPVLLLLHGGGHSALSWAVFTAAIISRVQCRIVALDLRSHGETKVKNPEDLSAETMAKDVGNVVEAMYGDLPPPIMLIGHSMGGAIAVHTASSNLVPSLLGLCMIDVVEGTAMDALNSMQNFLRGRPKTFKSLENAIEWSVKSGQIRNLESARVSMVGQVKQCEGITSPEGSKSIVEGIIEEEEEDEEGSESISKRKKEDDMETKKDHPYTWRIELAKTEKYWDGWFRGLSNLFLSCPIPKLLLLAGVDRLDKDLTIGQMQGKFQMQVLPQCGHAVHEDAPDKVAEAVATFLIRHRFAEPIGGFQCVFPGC
MCL1-BIM inh: MCL1-BIM-BH3 interaction inhibition (human) | Q07820 | inhibition, % at 10.9 µM | 320,000 compounds, 0.68% hits | GST-MCL1 / FITC-Bim-BH3 fluorescence polarization | AID 2057;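 active means inhibition above the mean inhibition of all tested compounds plus 3 SD, set per campaign, cut at about 40% in these data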;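 further: 0% = DMSO wells and 100% = unlabeled Bim-BH3 peptide control; higher means more loss of mP so more displacement of Bim peptide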
pPAFAH FP inh: inhibitors of human plasma PAF acetylhydrolase (pPAFAH) | Q13093 | recombinant pPAFAH, FP-rhodamine probe fluorescence polarization | inhibition, % at 3.39 µM | 330,000 compounds, 1.5% hits;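 active means inhibition above the mean inhibition across the screen plus 3 SD, cut at about 25% in these data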;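 further: inhibitors block binding of the rhodamine activity-based probe so polarization drops; 0% = enzyme with DMSO and 100% = wells lacking pPAFAH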
Target sequence (Q13093 whole entry, looked up): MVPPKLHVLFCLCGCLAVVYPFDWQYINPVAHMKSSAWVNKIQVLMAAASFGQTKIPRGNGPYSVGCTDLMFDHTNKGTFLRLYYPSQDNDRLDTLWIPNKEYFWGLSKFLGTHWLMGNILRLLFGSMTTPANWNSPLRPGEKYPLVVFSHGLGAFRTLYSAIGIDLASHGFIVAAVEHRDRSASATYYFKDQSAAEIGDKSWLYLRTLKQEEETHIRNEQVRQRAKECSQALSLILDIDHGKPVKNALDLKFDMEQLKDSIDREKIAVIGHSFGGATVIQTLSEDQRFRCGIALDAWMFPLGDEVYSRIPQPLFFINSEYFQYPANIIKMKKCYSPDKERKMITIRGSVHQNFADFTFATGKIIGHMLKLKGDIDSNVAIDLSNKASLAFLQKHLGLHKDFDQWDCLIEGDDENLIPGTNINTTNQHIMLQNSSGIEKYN
Fam108B inh: counter-screen for RBBP9 inhibitors: inhibitors of mouse Fam108B. recombinant Fam108B, FP-Rh probe fluorescence polarization. inhibition, % at 9.51 µM. 300,000 compounds, 0.33% hits. AID 1947;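 active means inhibition above the screen mean inhibition plus 3 SD, computed separately per campaign, cut at about 18% in these data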;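 further: inhibitors lower polarization as less probe binds the enzyme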
AHR activator: activators of human aryl hydrocarbon receptor; 320,000 compounds, 2.5% hits; AHR-responsive luciferase reporter cells, luminescence; P35869; activation, % at 5 µM; in the data active means activation above about 47%;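 further: 0% = vehicle wells and 100% = reference agonist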
PAFAH1B2 FP inh: PAFAH1B2 (human) inhibition | P68402 | recombinant PAFAH1B2, FP-rhodamine activity probe, fluorescence polarization | inhibition, % at 3.39 µM | 340,000 compounds, 1.2% hits;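 active means inhibition above the mean of all tested compounds plus 3 SD, cut at about 24% in these data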;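 further: 0% = enzyme with DMSO and 100% = wells lacking PAFAH1B2; many of its hits are not listed in these tables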
MEX-5 binding: C. elegans MEX-5 TCR-2 RNA binding activity | activity score (negative = inhibition of binding), % at 10 µM | MEX-5/FITC-TCR2 RNA binding, fluorescence polarization; hits give low values | 300,000 compounds, 0.38% hits;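 active means inhibition past about -25% in most replicates, and total fluorescence under double the plate's negative control median, limit read from the data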;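 further: 0% = DMSO and -100% = 5 µM competing unlabeled TCR2 RNA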
BCLXL inh: inhibitors of human Bcl-xL; Q07817; GST-Bcl-xL / FITC-Bim BH3 peptide fluorescence polarization; inhibition, % at 10.9 µM; 320,000 compounds, 0.7% hits; AID 2129;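 active means inhibition above the mean of all tested compounds plus 3 SD, cutoff set per campaign, cut at about 30% in these data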;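 further: 0% = DMSO wells and 100% = unlabeled Bim-BH3 peptide competitor; inhibitors lower millipolarization by displacing the labeled peptide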
Target sequence (Q07817 whole entry, looked up): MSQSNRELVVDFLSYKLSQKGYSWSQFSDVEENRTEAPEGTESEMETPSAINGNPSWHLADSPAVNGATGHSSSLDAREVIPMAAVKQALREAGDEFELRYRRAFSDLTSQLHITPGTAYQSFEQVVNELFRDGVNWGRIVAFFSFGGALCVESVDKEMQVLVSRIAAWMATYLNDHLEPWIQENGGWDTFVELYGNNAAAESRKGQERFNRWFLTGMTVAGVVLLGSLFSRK
GLD-1 RNA inh: GLD-1-TGE RNA interaction inhibition (C. elegans); purified GLD-1 + fluorescein TGE RNA, fluorescence polarization; inhibition, % at 5.96 µM; 320,000 compounds, 0.44% hits;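 active means percent inhibition above a per-plate cutoff, the plate mean of test compounds plus 3 SD, cut at about 30% in these data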;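 further: 0% = DMSO wells with GLD-1 and probe and 100% = wells lacking GLD-1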
Starred values were filed as active, the others as inactive; . = no result given. The list is partial; rates above refer to the full screens.

SMILES	PME-1 primary	MCL1-BIM inh	pPAFAH FP inh	Fam108B inh	AHR activator	PAFAH1B2 FP inh	MEX-5 binding	BCLXL inh	GLD-1 RNA inh
Cc1ccnc(SCc2cc(=O)c(OC(=O)c3cc([N+](=O)[O-])ccc3Cl)co2)n1	5	3	-1	1	-1	5	-1.6	5	0
CC(Sc1nnc(C2CC2)n1C1CC1)C(=O)N(C)C1(C#N)CCCCC1 (stereo unspecified)	3	-2	-4	.	3	1	.	-1	0
CC(NC(=O)C1(C)CC1(Br)Br)C(C)(C)C (stereo unspecified)	-1	13	3	2	1	3	-0.9	8	4
OCCC1CN(Cc2ccc3nsnc3c2)CCN1C1CCCCC1 (stereo unspecified)	6	13	21	3	-1	3	-1.1	6	-3
O=C(NCc1ccccc1OC(F)(F)F)C1CCC(=O)N(Cc2cccc(F)c2)C1 (stereo unspecified)	7	8	2	-1	0	2	1.7	6	2
O=C(CSc1nccc(=O)[nH]1)Nc1ccc(S(=O)(=O)N2CCOCC2)cc1	3	3	-1	-1	1	4	0.8	-2	-7
O=c1oc(CCO)cc2ccc(C#Cc3ccsc3)cc12	-6	6	1	.	-2	2	.	4	1
Cc1ccccc1CNC(=O)/C=C\C(=O)O	-3	-6	-1	-2	-1	2	0.0	-1	-3
Cc1ccnc(NC2OC(=O)c3ccccc32)c1 (stereo unspecified)	3	1	-2	4	1	-4	-1.0	1	0
Cc1ccc2cc(C#N)c(N3CCN(C)CC3)nc2c1	-7	1	3	4	3	1	1.5	-1	5
CC(C)=CCN1CCN(Cc2nc(-c3ccc(F)cc3)cs2)CC1CCO (stereo unspecified)	-1	-1	4	2	1	4	2.8	-1	-4
O=C(NNC(=O)c1cc(Br)c(Br)s1)c1ccncc1	3	2	4	.	5	4	.	4	1
CCOc1cc(C2C3=C(CCCC3=O)Nc3ccc4ncccc4c32)ccc1O (stereo unspecified)	0	0	5	-4	9	7	-3.1	8	-6
COc1ccc(CCNC(=O)/C=C/c2ccc(S(=O)(=O)N3CCOCC3)cc2)cc1	-3	-3	-1	.	0	0	.	1	1
O=C(CN1C(=O)C2CC=CCC2C1=O)NCC1COc2ccccc2O1 (stereo unspecified)	-2	-2	-3	3	-2	3	0.0	-3	-7
CC(=O)c1c(C)nn(-c2ccccc2)c1C	-2	-2	7	-2	-3	1	1.2	-4	-1
CCn1cc(/C=N\NC(=O)c2ccc(F)cc2)cn1	0	2	1	2	7	1	0.9	4	-2
Cn1ccnc1C1CCCCN1C(=O)c1cc(COc2ccc(F)cc2Cl)on1 (stereo unspecified)	-2	-2	6	0	1	.	-0.4	0	-5
Cc1noc(C)c1S(=O)(=O)Nc1ccc2c(c1)CC(=O)N([C@H](C)CO)C[C@H](C)[C@@H](CN(C)CC1CC1)O2	.	.	2	.	0	2	.	.	3
COc1cc(OC)c(OC)cc1/C=N/NC(=O)c1ccc(CSc2nc(C)cc(C)n2)cc1	5	0	4	1	6	-1	2.7	6	-6
COc1ccc(OC)c(CCNC(=O)c2ccc(CS(=O)Cc3ccc(Cl)cc3)o2)c1 (stereo unspecified)	4	-4	13	-1	15	8	-0.2	-3	-1
Cc1nn(C)c(Cl)c1CN1CCC(Oc2ccc(C(=O)N3CCCC3)cc2)CC1	-1	-1	-2	-2	-2	7	-2.8	2	2
Cc1ccc(CCNC(=O)C2CCCN(S(=O)(=O)c3c(C)nn(C)c3C)C2)cc1 (stereo unspecified)	1	3	5	5	-1	29*	-0.4	4	1
CN=C1C([N+](=O)[O-])=CC=C2C1=NC1(CCCCC1)N2O	-1	4	4	-2	-1	1	-1.6	2	5
CC(CC(F)(F)F)N1CCC(n2nccc2NC(=O)CCOc2ccccc2)CC1 (stereo unspecified)	-2	2	7	7	-2	10	-1.7	-1	-3
Cc1nc2ccccc2c(=O)n1NC(=O)c1ccccc1Cl	-1	2	-3	2	19	-2	3.2	-1	5
COc1ccc(OCCCC(=O)OCC(=O)Nc2ccc(Cl)cn2)cc1	-6	-1	26*	-4	2	2	-1.1	7	10
CSc1ccc(C(=O)C2CCCN(C(=O)Cn3cnnn3)C2)cc1 (stereo unspecified)	1	1	4	-2	0	0	1.1	5	11
COc1ccc(N(C(=O)c2snc(C(N)=O)c2N)C(C(=O)NCc2ccc(F)cc2)c2ccc(C)o2)c(OC)c1 (stereo unspecified)	2	0	1	-3	1	-1	2.2	5	-1
COC(=O)c1cc(OC)c(OC)cc1NC(=O)Cn1nnc(-c2ccccc2Cl)n1	4	4	1	-1	2	2	-1.9	3	5
Cc1cc(C)nc(NC2=NCC(=O)N2c2cccc(Cl)c2)n1	2	5	3	3	65*	-1	1.9	-3	-6
Cc1c(NC(=O)C(C)Sc2n[nH]c(N)n2)c(=O)n(-c2ccccc2)n1C (stereo unspecified)	-6	4	4	5	2	-2	2.6	4	6
NC(=O)c1cc(S(=O)(=O)NC2CCCCC2)co1	0	-1	2	1	-2	8	-3.9	-2	-2
COCC1CCN(C(=O)c2ccc(OC3CCN(Cc4ccccn4)CC3)cc2)C1 (stereo unspecified)	5	6	6	3	1	7	-0.9	4	0
CC(C)CN(C(=O)c1cccc(S(=O)(=O)N2CCCCC2)c1)C1CCS(=O)(=O)C1 (stereo unspecified)	8	-2	-10	-1	0	14	1.3	0	3
O=C(OCC#CCSc1nnc(-c2cccc3ccccc23)o1)c1cccs1	-4	-10	2	-4	-1	0	0.7	-2	-10
CC(C)NC(=O)c1ccc(CN2CCC(Cc3ccccc3)CC2)cc1	-1	2	-7	-2	-1	1	0.9	-2	-5
Cc1nnc2c(N3CCN(CCO)CC3)nc3ccccc3n12	7	-1	8	3	2	-2	0.0	4	10
COc1ccc(N(C)C(=O)c2cc3c(Cl)nc4ccccc4c3s2)cc1	-4	0	-3	0	11	1	-2.2	2	7
Cc1cc(C)c(NC(=O)CCc2c(C)noc2C)c(C)c1	-3	7	1	.	0	4	.	2	6
CCCN1CCC(=NNC(=O)CSc2cc(C)c(Br)cc2C)CC1	-8	16	2	3	6	0	1.5	9	8
O=C(CC1SCCNC1=O)Nc1cccc(Cl)c1 (stereo unspecified)	2	0	2	-1	3	4	0.8	0	-4
Cc1c(O)cc2n(c1=O)-c1ccccc1C2(C)C	5	-2	1	-1	3	12	-2.7	7	4
COc1cc(C(c2oc(CO)cc(=O)c2O)c2oc(CO)cc(=O)c2O)cc(OC)c1OC	-7	5	-4	1	2	1	-1.5	8	-5
O=C(c1cccs1)N1CCN(Cc2ccccc2)CC1	5	5	1	3	0	4	-1.2	5	1
C/C(=N\NC(=S)NCc1ccccc1)c1ccco1	2	9	12	-3	6	-4	2.9	10	1
Cc1sc2ncn(CC(=O)N(C)C3CCCCC3)c(=O)c2c1C	0	-20	9	-2	1	-2	-1.1	-14	-7
CN1CCN(C(=O)c2cn(C)c3ccc(S(=O)(=O)N(C)C4CCCCC4)cc3c2=O)CC1	1	4	8	0	0	4	.	4	5
O=C(Cc1ccc(S(=O)(=O)N2CCCC2)s1)N1CCN(c2ccc(F)cc2)CC1	4	10	6	2	-1	6	0.2	7	5
COc1cccc(N=Nc2c(=O)[nH]n3c(=O)c4c([nH]c23)CCC4)c1	36*	15	15	5	2	13	-3.6	16	1
Next section
SMILES	PME-1 primary	MCL1-BIM inh	pPAFAH FP inh	Fam108B inh	AHR activator	PAFAH1B2 FP inh	MEX-5 binding	BCLXL inh	GLD-1 RNA inh
CCS(=O)(=O)c1nc(S(=O)(=O)c2ccc(Cl)cc2)c(N2CCc3ccccc3C2)s1	1	11	3	-9	3	7	-0.9	4	4
Cc1cccc(N(C(=O)c2snc(C(N)=O)c2N)C(C(=O)NC2CCCC2)c2ccc(C)o2)c1 (stereo unspecified)	4	0	1	3	11	8	-0.6	4	4
CCOc1nc(-c2ccccc2)ccc1-c1noc(-c2ccncc2)n1	-4	-9	-2	-6	12	0	0.0	-3	-5
Cc1ccc(NC(=S)N(Cc2ccccc2)C(C)C)cc1	-4	4	0	-3	-3	.	-1.0	5	-3
CC1CCCN(C(=O)COC(=O)C2CCN(S(=O)(=O)c3c(Cl)cccc3Cl)CC2)C1 (stereo unspecified)	2	0	9	1	-2	3	0.9	1	-13
CC(C)(O)C#Cc1ncc(C(F)(F)F)cc1Cl	5	-5	-10	5	-1	0	0.0	-5	8
COc1ccc(CCNC(=O)CSCc2n[nH]c(=O)[nH]2)cc1OC	-1	2	6	-3	1	6	-2.4	10	2
Cc1cc(/C=C2/NC(=O)N(c3ccccc3)C2=O)c(C)n1C(C)C	4	6	2	6	8	7	-1.7	10	1
COc1ccc(-c2c(NC(=O)c3ccco3)oc3ccccc3c2=O)cc1	-3	0	-1	-2	7	-1	0.3	3	6
COc1ccc(/C=C/C(=O)NC2CCCCCCC2)cc1S(=O)(=O)N1CCOCC1	-10	14	0	0	10	3	-2.0	2	6
O=C(CC1C(=O)NCCN1Cc1cccc(C(F)(F)F)c1)NCCc1cnccn1 (stereo unspecified)	6	24	6	2	0	-3	-6.7	21	8
O=C(NC1CCS(=O)(=O)C1)c1ccc(Br)o1 (stereo unspecified)	8	7	-1	3	1	3	-0.3	5	4

Ten entries from above, with values under each structure.
Every second line gives: PME-1 primary | MCL1-BIM inh | pPAFAH FP inh | Fam108B inh | AHR activator | PAFAH1B2 FP inh | MEX-5 binding | BCLXL inh | GLD-1 RNA inh
CCOc1nc(-c2ccccc2)ccc1-c1noc(-c2ccncc2)n1
→ -4 | -9 | -2 | -6 | 12 | 0 | 0.0 | -3 | -5
Cc1ccc(NC(=S)N(Cc2ccccc2)C(C)C)cc1
→ -4 | 4 | 0 | -3 | -3 | . | -1.0 | 5 | -3
CC1CCCN(C(=O)COC(=O)C2CCN(S(=O)(=O)c3c(Cl)cccc3Cl)CC2)C1 (stereo unspecified)
→ 2 | 0 | 9 | 1 | -2 | 3 | 0.9 | 1 | -13
CC(C)(O)C#Cc1ncc(C(F)(F)F)cc1Cl
→ 5 | -5 | -10 | 5 | -1 | 0 | 0.0 | -5 | 8
COc1ccc(CCNC(=O)CSCc2n[nH]c(=O)[nH]2)cc1OC
→ -1 | 2 | 6 | -3 | 1 | 6 | -2.4 | 10 | 2
Cc1cc(/C=C2/NC(=O)N(c3ccccc3)C2=O)c(C)n1C(C)C
→ 4 | 6 | 2 | 6 | 8 | 7 | -1.7 | 10 | 1
COc1ccc(-c2c(NC(=O)c3ccco3)oc3ccccc3c2=O)cc1
→ -3 | 0 | -1 | -2 | 7 | -1 | 0.3 | 3 | 6
COc1ccc(/C=C/C(=O)NC2CCCCCCC2)cc1S(=O)(=O)N1CCOCC1
→ -10 | 14 | 0 | 0 | 10 | 3 | -2.0 | 2 | 6
O=C(CC1C(=O)NCCN1Cc1cccc(C(F)(F)F)c1)NCCc1cnccn1 (stereo unspecified)
→ 6 | 24 | 6 | 2 | 0 | -3 | -6.7 | 21 | 8
O=C(NC1CCS(=O)(=O)C1)c1ccc(Br)o1 (stereo unspecified)
→ 8 | 7 | -1 | 3 | 1 | 3 | -0.3 | 5 | 4

Record cards, from the list above. Values in the order: PME-1 primary | MCL1-BIM inh | pPAFAH FP inh | Fam108B inh | AHR activator | PAFAH1B2 FP inh | MEX-5 binding | BCLXL inh | GLD-1 RNA inh
Record of Cc1cc(/C=C2/NC(=O)N(c3ccccc3)C2=O)c(C)n1C(C)C : 4 | 6 | 2 | 6 | 8 | 7 | -1.7 | 10 | 1
Record of CC(C)(O)C#Cc1ncc(C(F)(F)F)cc1Cl : 5 | -5 | -10 | 5 | -1 | 0 | 0.0 | -5 | 8

Screening results from PubChem.
